PfHsp40 yeast: compounds rescuing yeast from Plasmodium falciparum HSP40 toxicity; S. cerevisiae expressing PfHsp40, growth rescue, ATP luminescence; growth rescue, % at 12.5 µM; hit rate 0.68% among 340,000; AID 504582; in the data active = growth rescue above about 28%, passing the limit was not always enough; inconclusive = no clear call, values can overlap the other calls;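 note: yeast W303a lacking pdr1 and pdr3 grown in galactose medium; growth measured after three days at 30 °C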
Vc quorum ag: induces V. cholerae light production without autoinducers; activation, % at 18.7 µM; V. cholerae BH1578 lux reporter, luminescence, 6 h; hit rate 0.16% among 350,000; in the data active = activation mostly above about 9.7%, no sharp cut-off; inconclusive = no clear call, values can overlap the other calls; inactive = mostly below about 3.7%; note: not every result past the cut was called active; inactives centre near 0; reference of the scale not given here
SSB-PriA inh: blocks PriA binding to SSB C-terminal tail; AlphaScreen SSBct-PriA binding, biotinylated peptide; hit rate 0.6% among 430,000; inhibition, % at 33 µM; in the data active = inhibition mostly above about 37%, no sharp cut-off; inactive = mostly below about 20%;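 note: plate controls were negative control peptide for no effect and reference peptide for full effect; strong numbers were not always called active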
Y pestis TopoI: inhibitors of Yersinia pestis topoisomerase I | Y. pestis Topo-I cleavage product accumulation, plate reader | activity, % at 10 µM | hit rate 0.064% among 360,000 | AID 504884; in the data active = activity above about 50%, passing the limit was not always enough; inconclusive = no clear call, values can overlap the other calls; note: inactives centre near 2
Anthrax LF inh2: blocks Bacillus anthracis lethal factor protease; inhibition, % at 10 µM; multiplex microsphere protease cleavage assay, LF; hit rate 0.12% among 360,000; in the data active = inhibition above about 30%; inconclusive = no clear call, values can overlap the other calls; note: plate controls were buffer without enzyme for full effect and enzyme alone for no effect
Target sequence (P15917 whole entry, looked up): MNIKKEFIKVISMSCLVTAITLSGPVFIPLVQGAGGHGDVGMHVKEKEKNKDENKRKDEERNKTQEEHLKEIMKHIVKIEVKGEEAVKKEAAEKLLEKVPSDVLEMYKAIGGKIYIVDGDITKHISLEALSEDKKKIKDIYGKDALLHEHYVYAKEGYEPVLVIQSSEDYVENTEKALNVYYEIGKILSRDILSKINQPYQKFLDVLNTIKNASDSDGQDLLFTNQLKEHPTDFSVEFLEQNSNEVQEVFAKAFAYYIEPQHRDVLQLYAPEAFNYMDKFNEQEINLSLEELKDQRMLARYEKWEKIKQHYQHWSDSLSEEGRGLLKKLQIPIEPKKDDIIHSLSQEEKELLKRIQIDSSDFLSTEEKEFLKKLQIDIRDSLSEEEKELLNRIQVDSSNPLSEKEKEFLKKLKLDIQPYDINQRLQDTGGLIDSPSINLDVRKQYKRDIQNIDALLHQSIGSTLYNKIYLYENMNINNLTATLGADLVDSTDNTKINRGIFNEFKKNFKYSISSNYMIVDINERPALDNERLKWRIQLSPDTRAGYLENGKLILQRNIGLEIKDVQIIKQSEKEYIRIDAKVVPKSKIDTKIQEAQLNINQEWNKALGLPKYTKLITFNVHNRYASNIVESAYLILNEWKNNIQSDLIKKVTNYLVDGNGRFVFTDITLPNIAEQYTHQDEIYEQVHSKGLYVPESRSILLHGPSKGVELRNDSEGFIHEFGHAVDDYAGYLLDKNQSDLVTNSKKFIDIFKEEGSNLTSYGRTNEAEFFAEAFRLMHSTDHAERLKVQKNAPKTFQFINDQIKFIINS
DUSP3 inh: DUSP3 (human) phosphatase inhibition. inhibition, % at 13.3 µM. hit rate 0.52% among 290,000. recombinant VHR phosphatase, pNPP absorbance; in the data active = inhibition above about 50%; note: some compounds called inactive have numbers as strong as hits
Target sequence (P51452 whole entry, looked up): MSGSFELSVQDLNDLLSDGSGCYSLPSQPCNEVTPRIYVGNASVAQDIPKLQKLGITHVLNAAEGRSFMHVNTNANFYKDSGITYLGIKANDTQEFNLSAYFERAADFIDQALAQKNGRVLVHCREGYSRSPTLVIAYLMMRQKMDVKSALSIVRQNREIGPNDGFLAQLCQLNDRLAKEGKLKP
MazEF act: increases E. coli MazEF RNase cleavage of RNA. P0AE70. FAM/BHQ RNA-DNA oligo cleavage fluorescence, 5 h. activation, % at 20 µM. hit rate 0.32% among 350,000. AID 504720; in the data active = activation above about 50%
TcdB GH inh: inhibitors of Clostridioides difficile toxin B glycohydrolase; P18177; inhibition, % at 9.99 µM; TcdB glycohydrolase enzymatic assay, plate reader; hit rate 0.24% among 350,000; in the data active = inhibition above about 10%
SARS 3CLpro inh: SARS-CoV 3CLpro protease inhibition; P0C6X7; recombinant SARS-CoV 3CLpro, quenched FRET peptide cleavage; inhibition, % at 6 µM; hit rate 0.14% among 290,000; AID 1706; in the data active = inhibition above about 12%
Rv3671c protease: Rv3671c (M. tuberculosis) protease inhibition; inhibition, % at 5.96 µM; hit rate 0.048% among 320,000; P9WHR9; in the data active = inhibition above about 38%;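 note: extracellular domain of Rv3671c used as enzyme; 0% = enzyme with DMSO and 100% = no enzyme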
An asterisk follows results filed as active; i = inactive; u = inconclusive; x = no result given. The list is partial, so the mix of outcomes need not match the whole.

SMILES,SARS 3CLpro inh,MazEF act,TcdB GH inh,DUSP3 inh,Rv3671c protease,Vc quorum ag,PfHsp40 yeast,SSB-PriA inh,Anthrax LF inh2,Y pestis TopoI
C[C@@H]1CN([C@H](C)CO)C(=O)c2cccc(NC(=O)NC3CCCCC3)c2O[C@@H]1CN(C)C(=O)Nc1ccc(C(F)(F)F)cc1,x,2.9,-0.2,x,-8.9,-0.7,-0.6,8.4,0.1,19.3
O=C(O)c1cccnc1SCC(=O)C12CC3CC(CC(C3)C1)C2,3.1,2.5,-0.2,0.0,0.7,-0.5,-0.1,-11.0,0.2,5.7
Cc1n[nH]c(C)c1CCCCOc1ccccc1,8.8,4.1,1.9,11.9,1.8,-0.2,0.7,-7.3,-4.5,-4.5
CN1CCN(CC(=O)Nc2sc3c(c2C(=O)Nc2ccccc2)CCCC3)CC1,-2.9,2.6,-0.6,29.6,-3.1,-1.7,0.1,5.4,1.2,5.8
COc1ccc(C)cc1NC(=O)c1nn(C)cc1Br,4.2,1.9,-0.2,5.4,5.3,-0.5,-1.2,-4.2,-4.6,0.8
CC(=O)Nc1cccc(NC(=O)CCN2C(=O)c3ccccc3S2(=O)=O)c1,x,2.2,-3.1,x,12.7,i,-0.7,2.7,-3.4,-4.1
COCCNC(=O)CN1N=C(c2ccc(C)cc2)CCC1=O,0.8,4.7,0.3,61.2,-3.9,i,-1.2,-8.8,-1.4,2.1
C=CCc1ccc(OCCCCCN2CCOCC2)c(OC)c1,-2.0,1.3,x,15.1,4.7,i,1.3,2.5,-0.6,15.6
COC(=O)c1c(S(N)(=O)=O)c2ccccc2n1C,-5.2,-5.5,x,11.7,-6.4,i,-1.1,-10.5,-2.8,7.5
O=C(CSc1nc2cc3ccccc3cc2[nH]1)Nc1ccc(F)cc1,1.1,5.8,x,-6.0,-2.8,i,2.8,-0.2,-1.1,-10.7
CC(C)(C)NC(=O)CN(C(=O)c1csnn1)c1cccc2c1CCCC2,1.8,13.8,0.9,3.9,3.0,-3.6,-0.1,-12.2,-6.3,-8.9
CCOc1nc(N2CCOCC2)nc(N2CCOCC2)n1,-0.9,13.2,0.3,29.1,-2.6,-1.2,0.1,-5.2,-9.5,4.6
Cc1cc(NC(=O)/C=C/c2ccccc2Cl)no1,0.1,3.5,x,-3.8,-6.0,-0.3,0.1,3.2,-0.7,-5.1
O=C(CNC(=O)c1ccco1)OCc1cccc(Cl)c1,2.4,2.2,x,17.3,-1.4,-0.3,-0.5,-8.6,-1.8,0.8
CC1CCCC(C)N1C(=O)CSc1nnc(COc2cccc3cccnc23)o1 (stereo not drawn),1.6,-3.4,1.8,17.3,-5.4,-0.3,0.0,-1.5,2.2,26.8
Cc1cccc(-c2noc(CCC(=O)NCC3CCCO3)n2)c1 (stereo not drawn),-3.1,4.2,x,17.1,3.6,-0.2,-0.5,-0.2,1.4,-5.1
O=[N+]([O-])c1cc([N+](=O)[O-])c(Oc2cccc3c2CCCC3)cc1NN1CCCCC1,x,-10.8,-1.3,x,x,-0.2,-0.7,-5.2,-0.5,-2.0
CC(C)(C)NC(=O)CSc1ncnc2c1nnn2Cc1ccccc1Cl,2.3,1.7,x,17.9,5.3,i,0.1,-12.8,1.0,6.1
O=C(NCc1ccc(F)cc1)c1cccc(NC2=NC3CS(=O)(=O)CC3S2)c1 (stereo not drawn),-2.6,6.1,5.2,29.1,9.2,0.0,1.0,2.9,-4.5,1.1
CC(C)(C)c1ccc(C(=O)NCCCn2ccnc2)cc1,-9.0,2.2,0.7,12.7,5.0,-0.2,-0.7,-2.9,-1.9,1.7

Some of the entries so far, field by field.
O=C(CNC(=O)c1ccco1)OCc1cccc(Cl)c1
  SARS 3CLpro inh: 2.4	MazEF act: 2.2	TcdB GH inh: x	DUSP3 inh: 17.3	Rv3671c protease: -1.4	Vc quorum ag: -0.3	PfHsp40 yeast: -0.5	SSB-PriA inh: -8.6	Anthrax LF inh2: -1.8	Y pestis TopoI: 0.8
CC1CCCC(C)N1C(=O)CSc1nnc(COc2cccc3cccnc23)o1 (stereo not drawn)
  SARS 3CLpro inh: 1.6	MazEF act: -3.4	TcdB GH inh: 1.8	DUSP3 inh: 17.3	Rv3671c protease: -5.4	Vc quorum ag: -0.3	PfHsp40 yeast: 0.0	SSB-PriA inh: -1.5	Anthrax LF inh2: 2.2	Y pestis TopoI: 26.8

Additional results.
SMILES,SARS 3CLpro inh,MazEF act,TcdB GH inh,DUSP3 inh,Rv3671c protease,Vc quorum ag,PfHsp40 yeast,SSB-PriA inh,Anthrax LF inh2,Y pestis TopoI
NCCc1nnc(SCc2ccccc2F)o1,4.8,-2.8,x,4.5,-5.6,x,-0.2,-11.9,-14.5,7.0
Cc1ccccc1NC(=O)Cc1ccccc1,-0.1,2.4,x,3.3,2.6,-0.6,0.1,-21.0,0.7,4.6
CSCC[C@H](N)C(=O)NC[C@H]1O[C@@H](n2cnc3c(N)ncnc32)[C@H](O)[C@@H]1O,x,7.2,-0.6,x,x,i,38.5*,-12.3,1.3,-0.6
Cc1cccc(C)c1NC(=O)CNC(=O)Cc1ccccc1[N+](=O)[O-],0.1,10.9,1.3,24.8,1.6,0.6,-0.2,-1.1,-1.1,-7.0
N#Cc1ccccc1Cn1c(=O)n(-c2ccc(CC(=O)NCc3ccco3)cc2)c(=O)c2sccc21,0.2,3.7,0.5,10.8,-1.9,-0.2,-0.9,-5.8,-0.8,-1.4
CCOC(=O)C1CCN(C(=O)c2sccc2Cl)CC1,9.6,-0.6,1.3,40.7,-6.8,-5.3,-1.2,-2.8,2.0,-9.5
CSCC[C@H](NC(=O)CCn1nnc2ccccc2c1=O)C(=O)O,4.9,5.0,x,4.5,0.3,-0.3,0.9,-3.7,-8.5,0.9
Cc1nn(CC(=O)NC2CC2)c(C)c1S(=O)(=O)N(C)C,x,5.1,-0.4,x,x,i,x,x,-6.0,3.3
CC(=O)c1cnc2cc(-c3ccc(Cl)cc3)nn2c1C,2.7,-1.8,x,20.8,0.4,i,0.9,-2.6,-0.4,0.6
CCOC(=O)c1ccc(CSc2ncn[nH]2)o1,-3.4,3.7,x,3.5,-3.6,-0.3,1.0,-1.4,-11.4,-0.5
Cc1cc(C)n2nc(SC(C)C(=O)NC3CCCCC3C)nc2n1 (stereo not drawn),x,-1.5,0.4,x,8.7,0.7,-0.1,-15.6,x,3.9
Cc1ccc(C)n1NC(=O)c1ccc(O)cc1,0.8,6.0,0.5,3.0,-2.3,i,1.0,-6.3,-8.3,-12.7
O=C(CSc1nc2ccccc2s1)NCC1CCCO1 (stereo not drawn),3.3,-21.4,0.0,4.7,-7.3,-7.7,-0.3,-5.2,3.3,8.2
O=C(CSc1ccccc1)Nc1ccc(N2CCN(c3ccccc3)CC2)c(F)c1,-1.9,5.4,x,20.0,5.6,-0.1,-0.7,-19.9,-1.9,4.2
CCOC(=O)N1CCN(C(=O)CSCC(=O)Nc2nc(-c3ccccc3)cs2)CC1,-1.2,-5.8,x,9.4,1.8,i,0.3,-1.7,-0.9,4.7
CN(C)c1ccc(C(=O)OCC(=O)c2cccs2)cc1,-1.8,-6.1,0.7,-19.9,-20.3,17.9,-0.9,-20.4,-0.4,7.5
CCN1CCN(C(=O)COc2ccc(S(=O)(=O)Nc3ccc(Cl)cc3)cc2)CC1,-6.3,2.7,1.0,27.2,-1.2,-4.3,-0.8,-7.7,-0.7,14.0
Cc1nn(C(C)C(=O)NCc2ccccc2)c(C)c1[N+](=O)[O-] (stereo not drawn),-3.2,6.8,x,7.7,-1.7,i,-1.7,-10.0,0.7,-3.1
CCCOC1CCCN(C(=O)CCCn2nnnc2CN2CCOCC2)C1 (stereo not drawn),5.9,-2.0,4.2,-15.5,1.6,-0.1,-0.9,-9.3,-4.5,5.5
O=c1c(Cc2ccccc2)c(O)c2cccc3c4c(n1c23)CCCC4,5.9,-14.5,0.7,0.4,6.4,-0.9,-0.7,-2.5,-1.8,-3.5
O=C(CCCCCn1c(=S)[nH]c2ccc(N3CCOCC3)cc2c1=O)NCc1ccccc1Cl,-1.4,6.4,1.2,6.0,-3.6,-0.3,0.6,-11.8,-4.3,-0.7
COc1ccc(C2(C)NC(=O)N(CC(=O)Nc3ccc(Br)cc3F)C2=O)cc1OC (stereo not drawn),-10.2,4.7,0.5,2.1,-12.4,-0.2,1.2,9.3,-2.6,0.1
COc1ccc(C2CC(c3cccs3)=NN2C(=O)c2ccc(Br)o2)cc1 (stereo not drawn),4.1,-6.2,x,1.7,-20.4,-0.4,2.3,-17.7,3.2,14.3
Cc1ccc(S(=O)(=O)NC2CCCCCCC2)cc1,1.9,-1.6,1.6,13.4,-0.7,0.9,2.4,-11.3,-1.9,18.6
COc1ccc(-c2cc3ccccc3n2CC(O)CN2CCC(C)CC2)cc1 (stereo not drawn),6.4,-3.8,-2.1,16.6,3.0,-0.4,0.1,18.6,-5.9,1.3
CCOC(=O)C1=C(COC(=O)c2sccc2C)NC(=O)NC1C (stereo not drawn),x,6.8,1.0,x,-4.8,i,-1.1,-5.0,-3.4,6.2
CCCCN(C=O)c1c(CC)nc2c(OCc3ccc(Cl)cc3Cl)cccn12,x,x,0.6,x,x,i,x,x,-1.3,40.3
CCCCN(C(=O)COc1ccc(NC(C)=O)cc1)C1CCS(=O)(=O)C1 (stereo not drawn),-1.0,-33.2,2.6,2.0,9.2,-0.7,-0.1,-15.7,-7.2,1.3
CC(C)N(C(=O)c1ccccc1-c1ccccc1)C(C)C,-3.9,-1.9,x,26.1,0.4,i,5.2,-14.2,-2.6,-3.5
CCC(Oc1ccccc1OC)C(=O)Nc1ccc2c(c1)OCCO2 (stereo not drawn),-2.6,7.6,0.6,-58.1,0.2,i,0.2,-15.9,12.2,25.7
CCN(CC(=O)NCc1ccc(Cl)cc1)S(=O)(=O)c1ccc(NC(C)=O)cc1,1.0,8.7,2.1,17.4,0.8,i,0.8,-11.5,-4.0,2.1
Cc1ccccc1N1CCN(C(=O)C2CCCCC2)CC1,-4.2,6.2,x,19.2,-1.4,-0.5,-0.7,-9.1,1.9,0.9
Cc1cc(=O)oc2c1ccc1oc(/C(=N/O)c3ccccc3)c(C)c12,0.7,-13.0,x,2.0,-27.6,i,1.1,x,-1.1,-0.8
O=C(Nc1cc2c3c(c1)CC(=O)N3CCC2)c1ccccc1F,x,4.0,2.1,x,-5.5,-0.5,0.0,-0.7,x,-7.8
O=C(NCc1cccnc1)C1CCN(C(=O)c2ccc(Cl)cc2Cl)CC1,-3.0,2.2,x,9.4,-3.0,-0.4,-1.4,-4.3,0.4,4.7
O=C(Nc1cc([N+](=O)[O-])ccc1O)c1cccc(C(=O)Nc2cc([N+](=O)[O-])ccc2O)c1,1.1,5.4,-1.9,86.7,2.8,-0.6,u,-16.3,-5.0,-2.8
CCc1c(C)nc(N2CCN(c3cccc(OC)c3)CC2)[nH]c1=O,-2.5,-53.0,3.3,19.2,-2.1,-0.2,0.6,-11.7,-6.0,4.8
O=C1NC(=O)C(=Cc2ccc(Oc3ccc([N+](=O)[O-])cc3)cc2)C(=O)N1,0.1,-16.6,x,-12.3,-160.3,-0.7,1.0,-8.2,-1.8,-5.3
CCCCn1c(N)c(N(CC(C)C)C(=O)c2ccc3c(c2)NC(=O)C(C)S3)c(=O)[nH]c1=O (stereo not drawn),-0.9,3.1,0.5,-4.4,-1.9,i,-1.7,0.0,0.7,4.6
CNC(=O)N1c2ccccc2CCc2ccccc21,0.5,7.7,-1.5,6.5,3.1,0.7,6.3,-4.7,-8.2,4.2
O=C(NC1CC1)C1CCN(Cc2cnn(-c3ccccc3)c2-n2cccc2)CC1,5.1,11.0,x,-6.6,-1.8,5.3,0.3,-2.9,0.6,1.1

High-throughput results deposited in PubChem BioAssay by several laboratories.
